# Kir21 inh: blocks the mouse Kir2.1 inward-rectifier potassium channel. B-score at 10 µM. HEK293-Kir2.1, FluxOR thallium flux fluorescence; active compounds read low. actives 0.85% (n = 310,000). P35561. AID 1672;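 active means fluorescence ratio B-score at or below minus 3 SD of library scores, with starting-brightness B-score within 2 SD, cut at about -4.2 in these data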;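 further: channel flux triggered by added potassium and thallium sulfate stimulus; B-score of peak minus minimum fluorescence over baseline after thallium stimulus; more negative B-score means stronger Kir2.1 block with less thallium influx; some compounds called inactive have numbers as strong as hits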
# Target sequence (P35561 whole entry, looked up): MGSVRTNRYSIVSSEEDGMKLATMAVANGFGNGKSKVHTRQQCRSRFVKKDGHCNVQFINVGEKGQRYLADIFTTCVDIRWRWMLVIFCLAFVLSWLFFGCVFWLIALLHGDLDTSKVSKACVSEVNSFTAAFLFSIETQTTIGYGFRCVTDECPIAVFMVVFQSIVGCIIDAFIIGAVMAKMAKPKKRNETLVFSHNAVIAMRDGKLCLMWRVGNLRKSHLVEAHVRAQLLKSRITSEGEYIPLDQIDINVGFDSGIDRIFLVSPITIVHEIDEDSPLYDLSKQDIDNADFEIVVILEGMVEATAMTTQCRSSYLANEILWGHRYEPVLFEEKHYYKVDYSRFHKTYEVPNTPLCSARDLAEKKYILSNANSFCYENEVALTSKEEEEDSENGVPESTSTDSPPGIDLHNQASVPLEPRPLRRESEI
# STK33 kinase inh: inhibitors of human STK33 kinase. inhibition, % at 10 µM. actives 0.073% (n = 320,000). purified STK33, MBP phosphorylation, ADP-Glo luminescence. Q9BYT3;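 active means inhibition at or above 25%, using the most active replicate where run in duplicate; inactive means inhibition below 25%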
# Target sequence (Q9BYT3 whole entry, looked up): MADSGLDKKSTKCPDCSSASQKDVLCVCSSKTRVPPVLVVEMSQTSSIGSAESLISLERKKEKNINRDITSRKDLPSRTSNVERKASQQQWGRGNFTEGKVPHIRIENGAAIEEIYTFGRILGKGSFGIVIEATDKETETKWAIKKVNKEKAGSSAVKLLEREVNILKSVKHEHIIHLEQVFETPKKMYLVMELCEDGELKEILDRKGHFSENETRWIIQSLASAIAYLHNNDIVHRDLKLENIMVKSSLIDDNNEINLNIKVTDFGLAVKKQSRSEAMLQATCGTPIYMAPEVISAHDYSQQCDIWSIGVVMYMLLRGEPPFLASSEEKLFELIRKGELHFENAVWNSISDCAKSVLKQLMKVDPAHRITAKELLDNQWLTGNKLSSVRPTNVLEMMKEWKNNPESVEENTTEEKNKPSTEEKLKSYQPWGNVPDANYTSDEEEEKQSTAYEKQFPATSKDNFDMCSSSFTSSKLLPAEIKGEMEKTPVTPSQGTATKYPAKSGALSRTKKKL
# KCNQ2 block: KCNQ2 potassium channel inhibitors, primary screen, cell-based, CHO-K1, FluxOR thallium flux, B-score (AID 2156); O88943; 20 min; active compounds read low; B-score at 10 µM; actives 1.1% (n = 310,000);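 active means fluorescence ratio B-score at most minus 3 library SDs, with starting brightness B-score within 2 library SDs, cut at about -5.5 in these data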
# * marks the source's active call; other numbers are inactive results; i = inactive; x = not tested or not shown.
Kir21 inh	STK33 kinase inh	KCNQ2 block	Compound
0.16	1.8	i	NC(=O)CN1CCN(S(=O)(=O)c2ccc(Cl)cc2)CC1
-1.2	-0.6	i	COc1ccc(C(=O)N[C@H](C(=O)NCc2ccc(C)cc2)C(C)C)cc1
0	x	i	COc1ccc(-n2c(C)nc3sc4c(c3c2=O)CCC4)cc1
-1	-1.3	i	c1ccc(Nc2n[nH]nc2-c2ccccc2)cc1
1.7	2.0	i	CC(=O)Oc1ccc(C(=O)Nc2cccnc2)cc1
0	-1.2	i	CCCCN(CC)CCNc1c(N2CCN(C(=O)OCC)CC2)c(=O)c1=O
-0.07	0.0	i	Cc1ccc(NC(=O)NCCCN2CCCC2=O)c(C)c1
-1.1	-0.1	i	COc1ccc(C(=O)NCc2cc(C)nc3ccccc23)cc1OC
1.1	0.2	i	Cc1noc(C)c1CSCC(=O)Oc1ccc(N(C)S(=O)(=O)c2ccccc2)cc1
-0.18	-0.8	i	CC1(C)CC(=O)C2=C(C1)N(c1ccc(F)cc1)C(=O)CC2c1ccccc1 (configuration not stated)
-0.68	0.1	i	COc1ccccc1Nc1nc(N)nc(CN2CCN(c3ccccc3F)CC2)n1
-2	-1.8	i	CC(NCc1cccc(S(=O)(=O)N(C)C)c1)c1ccc(F)cc1 (configuration not stated)

Kir21 inh	STK33 kinase inh	KCNQ2 block	Compound
1.5	-0.5	i	CCn1c2ccccc2c2cc(NC(C)=O)ccc21
2.2	-0.6	i	Cc1nn(C)c(C)c1CCC(=O)N1CCCC(N2CCN(c3ccc(F)cc3)CC2)C1 (configuration not stated)
0.54	-0.7	i	CCOC(=O)C1=C(c2ccccc2)NC(SC)=C(C#N)C1c1cccnc1 (configuration not stated)
-0.94	-1.6	i	COc1ccc(C)cc1S(=O)(=O)N(C)CC(=O)Nc1ccc2c(c1)OCO2
-0.64	-0.3	i	O=C(NCCCN1CCOCC1)c1ccc2c(c1)N(Cc1c(F)cccc1Cl)C(=O)CS2
0.02	x	i	COc1ccc(S(=O)(=O)N2CCN(Cc3cccnc3)CC2)cc1
1.3	-0.8	i	Cc1ccc(O)c(CNc2nc3ccccc3n2C)c1
-0.13	-0.7	i	Cc1cccc(NC(=S)/N=C(\N)Nc2nc(C)c3ccccc3n2)c1
0.67	1.1	i	O=C(NC(=S)Nc1c(F)cc(F)cc1Br)c1ccc2c(c1)OCCO2
-1.7	-0.7	i	CC(C)c1cc(-c2n[nH]c(=S)n2Cc2ccccc2)cs1
-0.28	0.8	i	Cc1ccc(C(=O)CSc2nc3ccccc3c(=O)n2N)o1
0.95	-3.2	i	COc1ccccc1NC(=S)N/N=C1\CC(C)(C)Oc2ccc(O)cc21

Kir21 inh	STK33 kinase inh	KCNQ2 block	Compound
-0.55	1.3	i	CCCn1nnc(NC(=O)c2cc3ccccc3o2)n1
-1.7	-0.5	i	Cc1ccc(S(=O)(=O)Cc2ccc(C(=O)N3CCCCCC3)o2)cc1
-1.7	-0.1	i	CCOCCCNC(=O)c1ccc(N2CC3CC(C2)c2cccc(=O)n2C3)c(NC(=O)Nc2cccc(OC)c2)c1 (configuration not stated)
-0.33	0.3	i	O=C(CN1C(=O)CC(c2ccco2)Sc2ccccc21)Nc1ccc2c(c1)OCCO2 (configuration not stated)
-3	7.4	i	CCOC(=O)C1(Cc2cccc(Cl)c2)CCCN(C(=O)c2ccoc2C)C1 (configuration not stated)
-1.6	-1.7	i	O=C(N/N=C/c1sc(N2CCOCC2)nc1-c1ccccc1)c1ccccc1F
-0.58	-1.5	i	CC(C)(C)Nc1nc(-c2ccccn2)nc2ccccc12
-0.57	x	i	CN1C(=O)C(Cl)(Cl)C(=O)c2ccccc21
-0.36	0.7	i	Oc1ccc2ccccc2c1Br
1.5	-0.9	i	COC(=O)c1ccc2[nH]c(CO)c(-c3ccccc3)c2c1
-0.42	x	i	CCOC(=O)c1[nH]c2ccc(F)cc2c1NC(=O)C(C)N1CCc2cc(OC)c(OC)cc2C1 (configuration not stated)
-0.09	0.0	i	N#Cc1c(-c2ccccc2)nc2n(c1=O)CCS2

Kir21 inh	STK33 kinase inh	KCNQ2 block	Compound
0.04	-0.4	i	CCOc1cc(/C=N/N2CCOCC2)ccc1OCc1ccc(C(=O)OC)o1
-0.55	-1.6	i	N#C/C(C(=O)Nc1ccc(Cl)cc1)=C(/S)Nc1ccccc1
1.7	-0.7	i	O=C(O)C1CCN(S(=O)(=O)c2ccc(N3CCC(O)CC3)c([N+](=O)[O-])c2)CC1
0.01	-0.1	i	CCOC(=O)c1sc(=S)n(CC)c1NC(=O)c1ccccc1
-1.5	-1.3	i	O=C(CCc1ccc(S(=O)(=O)NCc2ccccc2)cc1)NCc1ccc2c(c1)OCO2
0.17	-1.1	i	COc1cccc(NC(=O)COC(=O)CCCc2c[nH]c3ccccc23)c1
-1.8	-1.0	i	CC(C)c1ccc(OCCCCN2CCCCC2)cc1
0.66	-0.4	i	CCC1S/C(=C(\C#N)C(=O)NCc2ccco2)N(c2ccc(Br)cc2)C1=O (configuration not stated)
0.75	1.6	i	CCOC(=O)N1CCC(NC(=O)c2sc(-n3cccc3)nc2C)CC1
0.27	-0.6	i	O=C(c1ccc(Br)o1)N1CCCc2ccccc21
0.88	-2.9	i	O=C1COc2ccc(C(=O)COC(=O)c3cc(S(=O)(=O)N4CCOCC4)ccc3F)cc2N1
0.41	1.3	i	Cc1ccc(NC(=O)CN(C)Cc2nc3c(Br)cc(Br)cc3c(=O)[nH]2)cc1

Kir21 inh	STK33 kinase inh	KCNQ2 block	Compound
0.01	-0.5	i	O=C(NCCCC1CCCC1)C1CCC(=O)N(Cc2cccc(F)c2)C1 (configuration not stated)
1.5	-0.6	i	CC(C)CCNC(=O)CCn1nc(-c2ccc(Cl)cc2)ccc1=O
-0.9	-3.7	i	COc1cc(CNc2ccc3[nH]c(=O)[nH]c3c2)ccc1OCC(=O)NC(C)(C)C
-1.5	-1.0	i	Cc1nnc(C)n1/N=C/c1ccc(C(C)C)cc1
2.2	-0.6	i	COc1ccc2c(c1)CCc1c(C(=O)N(C)c3ccccc3)noc1-2
1.2	-1.1	i	Cc1ccc(NC2=CC(=O)CCC2)cc1C
-0.55	0.0	i	Cc1oc2ccc(OC(C(=O)O)c3ccccc3)cc2c1C(=O)O (configuration not stated)
0.04	-1.1	i	CCCCOC(=O)CCc1c(C)n[nH]c1C
-1.4	0.2	i	Cc1ccc(C2(C)NC(=O)N(CC(=O)c3ccc(Cl)s3)C2=O)cc1 (configuration not stated)
1	-1.6	i	CCOc1ccc(S(=O)(=O)NCCC(=O)N2CCN(Cc3ccccc3)CC2)cc1
0.93	-1.2	i	COc1ccccc1NC(=O)CC1C(=O)Nc2c1c(=O)n(C)c(=O)n2C (configuration not stated)
-0.9	-0.6	i	COc1ccc(CCNC(=O)c2ccc(CS(=O)(=O)c3ccc(Br)cc3)o2)cc1OC

Kir21 inh	STK33 kinase inh	KCNQ2 block	Compound
-1.4	-0.5	i	CCOC(=O)c1ccccc1NC(=O)c1cc2ccccc2o1
-6.2*	2.1	i	CC(C)(C)c1ccc(Cn2c(=N)n(CC(O)c3ccco3)c3ccccc32)cc1 (configuration not stated)
-0.57	0.4	i	Cc1c(C(=O)NCCN2CCOCC2)sc2nc(-c3ccc(F)cc3)cn12
0.8	-0.3	i	COc1ccc(C2N3CC4(C)CN2CC(C)(C3)C4O)cc1 (configuration not stated)
1.8	0.7	i	Cc1cc(C)c(OCC(=O)OCC(=O)NCc2cccs2)c(C)c1
1.1	-0.4	i	Cc1ccc(NC(=O)CS(=O)CC(=O)N(c2ccccc2)C(C)C(=O)NC2CCCC2)cc1 (configuration not stated)
1.6	7.2	i	Cc1noc(NS(=O)(=O)c2ccc(N/C=C/C(=O)c3ccc(F)cc3)cc2)c1C
0	-0.1	i	N#CC1CCN(C(=O)c2ccc3c(Cl)c4c(nc3c2)CCCC4)CC1
-0.15	-0.2	i	Cc1cc(OCC(=O)NCc2ccncc2)ccc1Cl
-0.58	-0.6	i	COCCCN1CC23C=CC(O2)C(C(=O)O)C3C1=O (configuration not stated)
1.2	-1.4	i	CCCn1cnc2c(cnn2-c2ccc(F)cc2)c1=O
-3.9	-0.8	i	O=S(=O)(c1ccc(Cl)c(NC(=S)N/N=C/c2c(F)cccc2F)c1)N1CCOCC1

# Next part; the last 6 above are carried over.
Kir21 inh	STK33 kinase inh	KCNQ2 block	Compound
1.6	7.2	i	Cc1noc(NS(=O)(=O)c2ccc(N/C=C/C(=O)c3ccc(F)cc3)cc2)c1C
0	-0.1	i	N#CC1CCN(C(=O)c2ccc3c(Cl)c4c(nc3c2)CCCC4)CC1
-0.15	-0.2	i	Cc1cc(OCC(=O)NCc2ccncc2)ccc1Cl
-0.58	-0.6	i	COCCCN1CC23C=CC(O2)C(C(=O)O)C3C1=O (configuration not stated)
1.2	-1.4	i	CCCn1cnc2c(cnn2-c2ccc(F)cc2)c1=O
-3.9	-0.8	i	O=S(=O)(c1ccc(Cl)c(NC(=S)N/N=C/c2c(F)cccc2F)c1)N1CCOCC1
-0.14	-1.9	i	NNC(=O)c1cncc(Br)c1
-2	-4.4	i	O=C(O)c1ccc(N2C(=O)/C(=C\c3ccccc3)N=C2c2ccccc2)cc1
-9.3*	0.3	i	CC1CN(c2nc(-c3ccc(Br)cc3)nnc2-c2ccccc2)CC(C)N1 (configuration not stated)
0.37	1.3	i	Cc1ccccc1C(=O)Nc1ccc(O)c2c(=O)cc(-c3ccccc3Cl)oc12
1	-4.2	i	CC(=O)OC1C2CCC1C([N+]1(C)CCCCC1)CC2 (configuration not stated)
1.4	-0.8	i	COc1ccc(S(=O)(=O)Cc2ccc(C(=O)NC3CCCCC3)o2)cc1
-0.89	-0.5	i	CCOc1ccccc1C(=O)N(C)CC(=O)Nc1ccc(OC)cc1
-0.08	-0.3	i	CCOc1ccc(NC(=O)COC(=O)c2c(OC)cccc2OC)cc1
0.12	-0.2	i	Cc1cccc(N(CC(N)=O)C2SC(=O)NC2=O)c1 (configuration not stated)
-0.2	-0.3	i	CCOc1c(C)cc(S(=O)(=O)NCc2cccnc2)c(C)c1C
1.2	-0.8	i	Cc1ccc(-n2nc3cc(C)c(N)cc3n2)cc1
-1.9	-0.6	i	CCOC(=O)c1c(C)[nH]c(C)c1C(=O)COC(=O)c1ccc(OC)cc1

# Ordered by count of non-hydrogen atoms (lowest first): part of the list above
Kir21 inh	STK33 kinase inh	KCNQ2 block	Compound
1	-4.2	i	CC(=O)OC1C2CCC1C([N+]1(C)CCCCC1)CC2 (configuration not stated)
-0.2	-0.3	i	CCOc1c(C)cc(S(=O)(=O)NCc2cccnc2)c(C)c1C
-0.08	-0.3	i	CCOc1ccc(NC(=O)COC(=O)c2c(OC)cccc2OC)cc1

# Carrying on:
Kir21 inh	STK33 kinase inh	KCNQ2 block	Compound
1.1	0.0	i	CCOC(=O)c1cnc(SCC(=O)N2CCc3ccccc32)nc1N
-0.07	0.7	i	CCCN(CCC)CCSc1nc(O)c(C(C)C)c(=O)[nH]1
2.4	-1.3	i	CCOc1ccc(-c2n[nH]c(=S)c3ccccc23)cc1
-0.01	0.2	i	CCCCc1nc2cc(C(=O)N3CCN(c4nc(C)cnc4C)CC3)ccc2o1
-1.9	0.3	i	CCc1c(C)sc(NC(=O)Cn2nc(C(F)(F)F)c3c2CCCC3)c1C#N
0.66	1.1	i	CCCOc1ccc(C2C(C(=O)OC)=C(C)N=C3SCCC(=O)N32)cc1OCC (configuration not stated)
-0.37	-2.9	i	c1ccc(SSc2ccccn2)nc1
1.8	-1.1	i	CCC1CCCCN1CCCCOc1cccc(Cl)c1 (configuration not stated)
0.49	-1.0	i	O=C(CN(C(=O)c1csnn1)c1ccccc1F)NCc1ccccc1
1.2	-0.3	i	O=c1[nH]cc(N2CCCCCC2)c(=O)[nH]1
0.38	-1.3	i	CC(=O)N1CC[n+]2c(-c3ccc(Cl)cc3Cl)csc21
0.32	0.1	i	CC(=O)Nc1ccc(NC(=O)CS(=O)(=O)Cc2ccccc2)cc1

Kir21 inh	STK33 kinase inh	KCNQ2 block	Compound
1.7	-1.4	i	Cc1cc(SCc2ccc(Cl)cc2Cl)nc(=O)[nH]1
-0.36	-0.5	i	O=C(CN1CCN(C(=O)c2ccco2)CC1)Nc1ccc2c(c1)OCO2
-2.7	-1.5	i	O=C(CN1CCCC1)NCC(=O)Nc1ccc(F)cc1
0.03	0.3	i	CCO[C@H]1OC(C(=O)N2CCOCC2)=C[C@@H](C2CC2)[C@@H]1CCCO
-1.7	-1.7	i	Cc1cc(S(=O)(=O)N2CCOCC2)ccc1OCC(=O)Nc1ccccc1F
-0.04	-1.6	i	FC(F)(F)c1ccccc1CNCc1ccncc1
-0.07	1.3	i	Cc1onc(-c2ccccc2)c1C(=O)NCC1CCCO1 (configuration not stated)
-0.33	-0.9	i	CC(C)(C)C1(O)CC(C(F)(F)F)=NN1C(=O)Cc1ccc([N+](=O)[O-])cc1 (configuration not stated)
-2	1.3	i	COc1ccc(-c2noc(CCC(=O)NCCCN3CCC(C)CC3)n2)cc1
0.48	1.2	i	O=C(CSc1nnc(-c2cccc(F)c2)o1)N1CCCC1
0.03	-8.3	i	CCCCC(=O)Nc1cccc(NC(=O)c2cccnc2Cl)c1
0.08	5.9	i	Cc1ccc2[nH]c3c(c2c1)CCCC3C(N)=O (configuration not stated)

Kir21 inh	STK33 kinase inh	KCNQ2 block	Compound
-0.49	1.2	i	CCC(CC)COC(=O)C1=C(C)NC(=O)NC1c1ccc2c(c1)OCO2 (configuration not stated)
-0.43	3.4	i	COc1ccccc1Nc1ncnc2nc[nH]c12
-2.2	-2.7	i	COC(=O)C1CCN(Cc2cn(-c3ccccc3)nc2-c2ccc3c(c2)OCO3)CC1
0.62	-0.9	i	COc1ccc(-c2nnn(CCc3nn[nH]n3)n2)cc1
-0.79	-1.2	i	CC1CCC(N2CCN(S(C)(=O)=O)CC2)CC1 (configuration not stated)

# Screens deposited in PubChem by several laboratories.
